Screening results (PubChem BioAssay)
DLD1 CTGF mRNA: YAP1 pathway inhibitors via CTGF transcript, primary screen, DLD1 colon cancer cells, RT-qPCR, single point (AID 743449); 9,900 tested, 0.9% active; inhibition, % at 12.5 µM; DLD1 CTGF mRNA qPCR, 24 h; active compounds read high;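 active = mean normalized replicate activity at least 50 and at least half of replicates each reaching 50; inconclusive = only one of the two criteria met; inactive = neither criterion met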;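 also: 0% = neutral control wells and 100% = dasatinib control wells; higher means stronger suppression of CTGF expression like dasatinib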
Pax4 gene expression: Pax4 mRNA upregulation in alpha cells – RT-PCR, mouse alpha TC1 cells, single point, primary screen (AID 1053180) | mouse alpha TC1 cells, Pax4 mRNA qPCR, 6 days; active compounds read high; 100% = Pax4 plasmid added at qPCR | activation, % at 10 µM | 9,600 tested, 0.2% active;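 active = highest normalized replicate activity of 15 or more, or at least half the replicates reach 15 or more; inactive = neither condition met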;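 also: pax4 Ct normalized to GAPDH with activation seen as lower delta delta Ct; plate controls were plate neutral control wells for no effect and Pax4 plasmid positive control for full effect; each compound tested in two replicate wells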
Numbers without * were called inactive; ? = inconclusive; nt = not tested or not shown; & = joins results of further samples. These rows are one share of the data, so the mix of outcomes need not match the whole.

smiles,DLD1 CTGF mRNA,Pax4 gene expression
C[C@H](CO)N1C[C@H](C)[C@@H](CN(C)S(=O)(=O)c2cn(C)cn2)OCCCC[C@H](C)Oc2ccc(NC(=O)Nc3cccc4ccccc34)cc2C1=O,9,0.0
COc1ccc(NC(=O)N2CCCCN3[C@H](CO)[C@@H](c4ccc(-c5ccccc5F)cc4)[C@@H]3C2)cc1,-19,0.0
COc1ccc(S(=O)(=O)Nc2ccc3c(c2)C(=O)N([C@H](C)CO)C[C@@H](C)[C@H](CN(C)S(=O)(=O)c2ccc(Cl)cc2)OCCCC[C@@H](C)O3)cc1,33,0.0
Cc1ccc(S(=O)(=O)N2C[C@H](O)COC[C@H]3O[C@H](CC(=O)NCc4ccc5c(c4)OCO5)CC[C@@H]32)cc1,21,0.0
C[C@@H]1CN([C@@H](C)CO)C(=O)Cc2cc(NC(=O)CCC(F)(F)F)ccc2O[C@H]1CN(C)CC1CC1,5,0.0
COc1ccc2c3c(n(C)c2c1)[C@H](CO)N(Cc1ccncc1)CC31CN(C(=O)Nc2cccc(F)c2)C1,46,0.0
COc1ccc2c3c([nH]c2c1)[C@@H](CO)N(C(=O)c1ccccn1)CC31CN(C(=O)C2CCC2)C1,8,0.0
C[C@@H]1CN([C@H](C)CO)C(=O)Cc2cc(NS(=O)(=O)c3ccc(Cl)cc3)ccc2O[C@@H]1CN(C)C(=O)Nc1ccc(C(F)(F)F)cc1,-39,0.0
COc1cccc(-c2ccc3c(c2)[C@@H]2[C@@H](CCN2S(=O)(=O)c2cn(C)cn2)[C@@H](CO)N3)c1,13,0.0
C[C@@H]1CN([C@@H](C)CO)C(=O)c2c(c3ccccc3n2C)-c2ccccc2CO[C@H]1CN(C)C(=O)[C@@H](Cc1ccccc1)N(C)C,5,0.0
Cc1ccc(S(=O)(=O)N(C)C[C@@H]2OCCCC[C@@H](C)Oc3ccc(NC(=O)c4ccncc4)cc3C(=O)N([C@@H](C)CO)C[C@@H]2C)cc1,-24,0.0
C[C@H]1CC=CC[C@H](c2ccccc2)NC(=O)[C@H](C)N(C)C(=O)c2ccccc2O1 (mixture of isomers),-33,0.0
O=C(N[C@@H]1CC[C@H](CCNS(=O)(=O)c2ccc(F)cc2)O[C@H]1CO)C1CCC1,-29,0.0
O=C(C[C@H]1C[C@@H]2c3cc(NC(=O)NC4CCCC4)ccc3O[C@@H]2[C@H](CO)O1)NCc1ccccc1F,7,0.0
COc1ccc2c3c([nH]c2c1)[C@H](CO)N(C(=O)Nc1ccc(F)cc1)CC31CCN(C(=O)Cc2ccncc2)CC1,-8,0.0

Part of the list above, with each value named:
> Cc1ccc(S(=O)(=O)N(C)C[C@@H]2OCCCC[C@@H](C)Oc3ccc(NC(=O)c4ccncc4)cc3C(=O)N([C@@H](C)CO)C[C@@H]2C)cc1
  DLD1 CTGF mRNA: -24
  Pax4 gene expression: 0.0
> C[C@H]1CC=CC[C@H](c2ccccc2)NC(=O)[C@H](C)N(C)C(=O)c2ccccc2O1 (mixture of isomers)
  DLD1 CTGF mRNA: -33
  Pax4 gene expression: 0.0

More results follow.
smiles,DLD1 CTGF mRNA,Pax4 gene expression
COc1ccc(NC(=O)N(C)C[C@H]2Oc3ccc(NC(=O)CCN4CCOCC4)cc3C(=O)N([C@@H](C)CO)C[C@@H]2C)cc1,-5,0.0
COCC(=O)N1C[C@@H](C)[C@H](OC)CN(C)C(=O)c2ccc(NC(=O)Nc3cccc(F)c3)cc2OC[C@@H]1C,-5,0.0
O=C(Nc1cccc(Cl)c1)N[C@@H]1CC[C@H](CCn2cc(Cc3ccccc3)nn2)O[C@@H]1CO,10,0.0
COCC(=O)Nc1ccc2c(c1)C(=O)N(C)C[C@H](OC)[C@H](C)CN(CCc1ccccc1)[C@@H](C)CO2,-19,0.0
O=C(NC[C@@H]1[C@H](c2ccccc2)[C@H](CO)N1Cc1ccccn1)C1CCCC1,-5,0.0
O=C(C[C@@H]1CC[C@H](NS(=O)(=O)c2ccc(F)cc2)[C@H](CO)O1)N1CCN(c2ccccc2)CC1,-43,0.0
COc1ccc(-c2ccc([C@@H]3[C@@H](C#N)N(C(=O)NC(C)C)[C@H]3CO)cc2)cc1,-6,0.0
COc1ccc(-c2cn(CC[C@@H]3CC[C@H](NC(=O)c4cnccn4)[C@@H](CO)O3)nn2)cc1,35,0.0
CO[C@H]1CC[C@@H]2CCN(C)C(=O)[C@@H](C)N(C)C(=O)c3cccc(C#N)c3OC[C@@H]1O2,-20,0.0
O=C(Nc1ccc(F)cc1)N1CC(=O)N2[C@H](CO)[C@H](c3ccc(C#Cc4cccnc4)cc3)[C@H]2C1,-92,0.0
C[C@@H]1CN([C@@H](C)CO)C(=O)c2cc(NC(=O)Nc3cccc4ccccc34)ccc2O[C@@H](C)CCCCO[C@@H]1CN(C)Cc1ccc(C(F)(F)F)cc1,-21,0.0
CCCNC(=O)N1C[C@H]2[C@@H](c3ccccc31)[C@H](CO)N2Cc1cccc(OC)c1,-6,0.0
C/C=C/c1cnc2c(c1)C(=O)N([C@H](C)CO)C[C@H](C)[C@H](CN(C)CC1CCOCC1)O2,3,0.0
CN(C)CC(=O)N1C[C@@H]2[C@H](c3ccccc31)[C@H](CO)N2C(=O)c1ccccn1,-19,0.0
C/C=C/c1cccc(-c2nc(C(=O)NCc3cccc(OC)c3)cc3c2[C@H](CCO)N([S@@](=O)C(C)(C)C)C3)c1,35,0.0

The list goes on:
smiles,DLD1 CTGF mRNA,Pax4 gene expression
CO[C@@H]1CN(C)C(=O)c2ccc(NS(C)(=O)=O)cc2OC[C@H](C)N(CC2CC2)C[C@@H]1C,-2,0.0
COc1ccc(S(=O)(=O)Nc2ccc3c(c2)C(=O)N([C@@H](C)CO)C[C@H](C)[C@H](CN(C)Cc2ccc(C(F)(F)F)cc2)OCCCC[C@H](C)O3)cc1,3,0.0
COCC#Cc1ccc([C@@H]2[C@H](CO)N3C(=O)CN(C(=O)c4ccncc4)C[C@@H]23)cc1,1,0.0
CCNC(=O)[C@@H]1[C@@H](CO)[C@@H]2Cn3c(ccc(-c4cccc(F)c4)c3=O)[C@@H]2N1C(=O)Cc1cccnc1,-17,0.0
CCS(=O)(=O)N1CC2(CN(Cc3ccc4c(c3)OCO4)[C@H](CO)c3[nH]c4cc(OC)ccc4c32)C1,-65,0.0
CO[C@@H]1CN(C)C(=O)c2ccc(NC(=O)NC3CCCCC3)cc2OC[C@@H](C)N(CCc2ccccc2)C[C@H]1C,32,0.0
CCS(=O)(=O)N1CC2(CN(Cc3ccc4c(c3)OCO4)[C@@H](CO)c3c2c2ccc(OC)cc2n3C)C1,19,0.0
O=S(=O)(c1ccccc1)N1CCCCN2[C@@H](CO)[C@@H](c3ccc(C#CC4CCCC4)cc3)[C@@H]2C1,17,0.0
CCCNC(=O)C[C@@H]1CC[C@H]2[C@@H](COC[C@H](O)CN2C(=O)Nc2ccc(Cl)c(Cl)c2)O1,11,0.1
CS(=O)(=O)N1CC(=O)N2[C@H](CO)[C@@H](c3ccc(Br)cc3)[C@@H]2C1,-62,0.0
O=C(c1ccccn1)N1CC[C@@H]2[C@@H](CO)Nc3ccc(C#Cc4cccnc4)cc3[C@@H]21,5,0.0
O=C(C[C@H]1CC[C@@H]2[C@H](COC[C@@H](O)CN2Cc2ccc3c(c2)OCO3)O1)N1CCCCC1,1,0.0
Cc1noc(C)c1S(=O)(=O)N(C)C[C@H]1OCc2cnnn2CCCC(=O)N([C@H](C)CO)C[C@H]1C,-86,0.0
COc1ccc(S(=O)(=O)Nc2ccc3c(c2)CC(=O)N([C@H](C)CO)C[C@H](C)[C@@H](CN(C)C(=O)Nc2c(C)noc2C)O3)cc1,-9,0.0
COCC(=O)N1CC2(CN(Cc3ccc(Cl)cc3)C2)c2c([nH]c3cc(OC)ccc23)[C@@H]1CO,17,0.0

Further structures
smiles,DLD1 CTGF mRNA,Pax4 gene expression
C[C@@H]1CN([C@H](C)CO)C(=O)c2ccccc2-c2ccccc2CO[C@H]1CN(C)C(=O)Nc1ccnc(N2CCOCC2)c1,-5,0.0
CCCNC(=O)N1CCC2(CC1)CN(C(=O)CC1CC1)[C@@H](CO)c1c2c2ccc(OC)cc2n1C,37,0.0
CC(=O)N1CC2(C1)[C@@H](c1ccccc1)[C@H](CO)N2C(=O)Cc1ccccc1,-15,nt
O=C(C[C@H]1CC[C@H]2[C@@H](COC[C@@H](O)CN2Cc2ccc3c(c2)OCO3)O1)N1CCCCC1,-3,0.0
CCC(=O)N1[C@H](C#N)[C@H](c2ccccc2-c2ccccc2)[C@@H]1CO,20,0.0
CCCN1C[C@@H](C)[C@H](OC)CN(C)C(=O)c2cc(NC(=O)Nc3cccc(F)c3)ccc2OC[C@@H]1C,-1,0.0
C/C=C/c1ccc([C@H]2[C@@H](CO)N(CC3CCCC3)C23CN(S(=O)(=O)CC)C3)cc1,-13,nt
CO[C@H]1CN(C)C(=O)c2cc(NC(=O)Nc3c(C)noc3C)ccc2OC[C@@H](C)NC[C@@H]1C,-22,0.0
COc1ccc2c3c(n(C)c2c1)[C@H](CO)N(Cc1cccc(Cl)c1)CC31CCN(C(=O)C2CC2)CC1,8,0.0
CO[C@@H](CN(C)C(=O)c1ccc2c(c1)OCO2)[C@@H](C)CN([C@H](C)CO)S(=O)(=O)c1ccc(Cl)cc1,16,0.0
O=C(C[C@H]1C=C[C@@H](NC(=O)c2ccncc2)[C@@H](CO)O1)NCC1CC1,-35,0.0
CC(=O)N1CC[C@H]2[C@H](CO)Nc3ccc(-c4ccccc4)cc3[C@H]21,20,0.0
CO[C@H](CN(C)C(=O)c1cnccn1)[C@@H](C)CN([C@H](C)CO)S(=O)(=O)c1ccccc1,-25,0.0
CNC[C@@H]1Oc2cc(C#Cc3ccccc3OC)ccc2S(=O)(=O)N([C@@H](C)CO)C[C@H]1C,-7,0.9
O=C(C[C@@H]1CC[C@H](NC(=O)c2ccc3c(c2)OCO3)[C@@H](CO)O1)NCc1ccc(Oc2ccccc2)cc1,-53,0.0

(list continues)
smiles,DLD1 CTGF mRNA,Pax4 gene expression
CCS(=O)(=O)N1CC2(CCN(Cc3cccc(OC)c3)CC2)c2c([nH]c3cc(OC)ccc23)[C@@H]1CO,-35,0.0
C[C@@H]1CCCCO[C@H](CN(C)CC2CCCCC2)[C@H](C)CN([C@H](C)CO)C(=O)c2cc(NC(=O)Nc3ccc(C(F)(F)F)cc3)ccc2O1,-5,0.3
CO[C@@H]1CN(C)C(=O)c2cc(NC(=O)Nc3ccccc3F)ccc2OC[C@@H](C)N(CCC(F)(F)F)C[C@H]1C,18,0.0
O=C(c1cnccn1)N1CC(=O)N2[C@H](C1)[C@H](c1ccc(/C=C/c3ccccc3)cc1)[C@@H]2CO,12,0.0
COCC#Cc1ccc([C@@H]2[C@@H](CO)N3CCCCN(Cc4cccnc4)C[C@@H]23)cc1,-25,0.0
O=C(C[C@H]1CC[C@H]2[C@@H](COC[C@H](O)CN2Cc2ccc(F)cc2)O1)NCCc1ccccc1,-16,0.1
COc1ccccc1NC(=O)N1CC(=O)N2[C@@H](CO)[C@@H](c3ccc(C#CC(C)C)cc3)[C@@H]2C1,19,0.0
CS(=O)(=O)N1C[C@@H](O)COC[C@H]2O[C@H](CC(=O)NCc3ccccc3)CC[C@@H]21,-17,0.0
O=C(Nc1cccc(F)c1)N1CCCCN2[C@H](CO)[C@H](c3ccc(C#Cc4cccnc4)cc3)[C@@H]2C1,1,0.0
C[C@@H]1CN([C@@H](C)CO)C(=O)c2cc(-c3ccncc3)cnc2O[C@@H]1CN(C)C(=O)CN1CCOCC1,9,0.0
O=S(=O)(c1ccccc1)N1CC2(C1)[C@@H](c1ccccc1)[C@@H](CO)N2CCC(F)(F)F,8,nt
CN(C)C(=O)c1cccc(-c2ccccc2[C@@H]2[C@@H](C#N)N(C(=O)C3CCCCC3)[C@H]2CO)c1,20,0.0
O=C(C[C@@H]1CC[C@H](NS(=O)(=O)c2ccccc2F)[C@@H](CO)O1)NCCCN1CCOCC1,-6,0.0
CC(C)C#Cc1ccc([C@@H]2[C@@H](CO)N(C(=O)c3cccc(F)c3)[C@H]2C#N)cc1,28,0.0
CO[C@@H]1CC[C@H]2CCOc3c(C#N)cccc3C(=O)N(C)CCCC(=O)N(C)C[C@@H]1O2,-29,0.0
CCCNC(=O)N1CC2(CN(Cc3cccc(F)c3)C2)c2c([nH]c3cc(OC)ccc23)[C@@H]1CO,27,0.0
COC(=O)C[C@@H]1CC[C@@H]2[C@@H](COc3ccc(NC(=O)c4ccc(C(F)(F)F)cc4)cc3C(=O)N2C)O1,?,0.0
C/C=C/c1ccc(C2[C@@H]3CN(S(=O)(=O)c4cn(C)cn4)C[C@H]2N3)cc1 (stereo partly specified),-1&7,0.0&0.0

Copied from the list:
COC(=O)C[C@@H]1CC[C@@H]2[C@@H](COc3ccc(NC(=O)c4ccc(C(F)(F)F)cc4)cc3C(=O)N2C)O1 in Pax4 gene expression → 0.0
COc1ccccc1NC(=O)N1CC(=O)N2[C@@H](CO)[C@@H](c3ccc(C#CC(C)C)cc3)[C@@H]2C1 in Pax4 gene expression → 0.0
C/C=C/c1ccc(C2[C@@H]3CN(S(=O)(=O)c4cn(C)cn4)C[C@H]2N3)cc1 (stereo partly specified) in Pax4 gene expression → 0.0&0.0
CC(C)C#Cc1ccc([C@@H]2[C@@H](CO)N(C(=O)c3cccc(F)c3)[C@H]2C#N)cc1 in Pax4 gene expression → 0.0
O=C(C[C@H]1CC[C@H]2[C@@H](COC[C@H](O)CN2Cc2ccc(F)cc2)O1)NCCc1ccccc1 in DLD1 CTGF mRNA → -16
CS(=O)(=O)N1C[C@@H](O)COC[C@H]2O[C@H](CC(=O)NCc3ccccc3)CC[C@@H]21 in Pax4 gene expression → 0.0
